Source: PubChem BioAssay
KCNQ2 block: KCNQ2 potassium channel inhibitors, primary screen, cell-based, CHO-K1, FluxOR thallium flux, B-score (AID 2156). 20 min; hits give low values. B-score at 10 µM. 310,000 compounds, 1.1% hits;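 active = fluorescence ratio B-score at most minus 3 library SDs, with starting brightness B-score within 2 library SDs, cut at about -5.5 in these data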
Target sequence (O88943 whole entry, looked up): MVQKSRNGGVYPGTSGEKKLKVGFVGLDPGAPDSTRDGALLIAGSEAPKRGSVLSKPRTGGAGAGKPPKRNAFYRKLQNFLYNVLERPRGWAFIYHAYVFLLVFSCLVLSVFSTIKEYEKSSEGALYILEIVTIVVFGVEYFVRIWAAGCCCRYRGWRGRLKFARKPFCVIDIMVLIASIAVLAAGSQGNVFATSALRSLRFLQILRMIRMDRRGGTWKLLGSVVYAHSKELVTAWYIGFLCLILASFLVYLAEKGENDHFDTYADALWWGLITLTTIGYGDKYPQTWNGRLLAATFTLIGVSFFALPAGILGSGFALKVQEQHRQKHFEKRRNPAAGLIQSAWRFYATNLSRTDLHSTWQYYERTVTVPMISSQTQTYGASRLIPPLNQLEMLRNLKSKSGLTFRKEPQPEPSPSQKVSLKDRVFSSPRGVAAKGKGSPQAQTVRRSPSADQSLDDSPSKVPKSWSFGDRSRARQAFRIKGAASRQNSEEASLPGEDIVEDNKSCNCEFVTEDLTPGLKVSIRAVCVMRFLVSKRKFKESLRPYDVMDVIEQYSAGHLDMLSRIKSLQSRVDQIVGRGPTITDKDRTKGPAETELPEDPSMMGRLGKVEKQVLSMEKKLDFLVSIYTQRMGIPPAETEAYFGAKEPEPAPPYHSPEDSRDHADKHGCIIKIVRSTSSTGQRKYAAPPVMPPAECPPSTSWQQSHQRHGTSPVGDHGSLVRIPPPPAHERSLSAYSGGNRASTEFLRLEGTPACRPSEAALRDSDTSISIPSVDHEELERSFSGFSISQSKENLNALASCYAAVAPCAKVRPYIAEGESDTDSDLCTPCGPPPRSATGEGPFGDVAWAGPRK
Kir21 inh: inhibitors of mouse Kir2.1 inward-rectifier potassium channel; Inward rectifier potassium channel 2 (Mus musculus), P35561; HEK293-Kir2.1, FluxOR thallium flux fluorescence; hits give low values; B-score at 10 µM; 310,000 compounds, 0.85% hits; AID 1672, 2009;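 active = fluorescence ratio B-score at or below minus 3 SD of library scores, with starting-brightness B-score within 2 SD, cut at about -4.2 in these data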;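 note: channel flux triggered by added potassium and thallium sulfate stimulus; B-score of peak minus minimum fluorescence over baseline after thallium stimulus; more negative B-score means stronger Kir2.1 block with less thallium influx; some compounds called inactive have numbers as strong as hits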
An asterisk follows results filed as active; i = inactive.

KCNQ2 block | Kir21 inh | canonical_smiles
i | -0.02 | CN1C(=O)CC(N2CCN(CC(N)=O)CC2)C1=O (stereo not drawn)
i | 0.5 | COc1ccc(-c2cc(C)no2)cc1S(=O)(=O)NCCCN1CCN(c2ccccc2)CC1
i | -1.1 | COC(=O)c1ccccc1NC(=O)COc1ccccc1
i | 1.3 | Cc1csc(NC(=O)C(C)N2C(=O)c3ccccc3S2(=O)=O)n1 (stereo not drawn)
-6.1* | -1.7 | CCC(C)(C)n1nnnc1C(c1cc2ccc(OC)cc2[nH]c1=O)N1CCc2ccccc21 (stereo not drawn)
i | -5.8* | Cc1cc(NS(=O)(=O)c2ccccc2)c(C)c(Cl)c1O
i | -0.43 | COc1ccc(C2CC(c3ccc4ccccc4c3OC(C)=O)=NN2C(C)=O)cc1 (stereo not drawn)
i | -0.23 | CCOC(=O)N1CCN(C(=O)c2ccc3c(=O)n4c(nc3c2)CCCCC4)CC1
i | 0.75 | CCOC(=O)c1ccc(N2Cc3ccccc3C2)cc1O
i | -0.67 | Nc1cc(=O)[nH]c(=O)n1CCc1ccccc1
i | -0.01 | Cc1ccc(-c2cc(C(F)F)n3ncc(C(=O)Nc4c(C)nn(Cc5ccccc5Cl)c4C)c3n2)cc1
i | 0.27 | CCOC(=O)CC1=NC(=O)CS1
i | 0.42 | CNC(=S)N/N=C/c1ccccc1Cl
i | 0.29 | COc1ccc(C2CC(c3ccc([N+](=O)[O-])cc3)=NN2C(=O)c2ccccc2)cc1OC (stereo not drawn)
i | -0.42 | CCCCn1c(N)c(N(CCOC)C(=O)c2cc3c(s2)CCCCC3)c(=O)[nH]c1=O
i | -0.05 | Cc1c(CCC(=O)N2CCC(C(=O)O)CC2)c(=O)oc2cc3oc4c(c3cc12)CCCC4
i | 1.1 | Oc1ccc(Cl)cc1Nc1nc(NCC2CCCO2)c2ccccc2n1 (stereo not drawn)
i | 0.58 | COc1ccc(-c2nc3c4ccccc4ccn3c2CN2CCCCC2)cc1OC
i | -0.31 | COc1ccc(C(=O)N2CCCC(C(=O)N3CCCCCC3)C2)cc1 (stereo not drawn)
i | -0.7 | CCC1(COC(=O)Nc2cccc(Cl)c2)COC1
i | 0 | CCc1nnc(NC(=O)CSc2ccc(-c3cccs3)nn2)s1
i | 1.2 | COC(=O)C1=C(C)NC2=C(C(=O)C(C(=O)OC)C(c3ccc(OC)cc3)C2)C1c1ccccn1 (stereo not drawn)
i | -0.06 | CC(C)NC(=S)NCc1cccs1
i | -1.3 | Cc1ccccc1NS(=O)(=O)c1cc(C(=O)Nc2ccccc2-c2ccccc2)ccc1Cl
i | 1.1 | CCOc1ccc(S(=O)(=O)N2CCC(C(=O)Nc3cccc(NC(C)=O)c3)CC2)cc1
i | 1 | CSc1ccc(CN(C)CC(=O)Nc2ccc(C)cc2Br)cc1
i | 1.2 | Cc1ccccc1NC(=O)c1c(C)[nH]c(=S)c(C#N)c1-c1ccc(Cl)cc1
i | 1.3 | Cc1cc(C)c(OCC(=O)Nc2nnc(-c3ccco3)o2)c(C)c1
i | -0.99 | CCCC1=C(C(=O)OCC)C(c2ccco2)C(C#N)=C(N)O1 (stereo not drawn)
i | 0.7 | O=C(NC1CC1)c1cc(-c2ccco2)nc2ccccc12
i | -1.1 | CCCCn1c(-c2csc(CC)c2)n[nH]c1=S
i | 0.18 | CN(CC(=O)Nc1ccccc1Cl)C(=O)COC(=O)CCN1C(=O)C2CC=CCC2C1=O (stereo not drawn)
i | 1.4 | CSC1=NC(C)N2C(SC)=NC(C)N12 (stereo not drawn)
i | 0.16 | CCOCCn1c(CN(Cc2ccccc2)Cc2ccccc2)nc2c1c(=O)[nH]c(=O)n2C
i | 1.6 | CCn1c(SCC(=O)N2CCc3ccccc32)nc2c(c1=O)SC(C)C2 (stereo not drawn)
i | -0.13 | CSCCC(NC(=O)c1ccco1)C(=O)OCC(=O)Nc1ncc(Cl)c(C)c1Cl (stereo not drawn)
i | 1.3 | O=S(=O)(Nc1nccs1)c1cc(Cl)ccc1Cl
i | 0.12 | COc1ccc(-n2ccc3ccccc32)cc1
i | -5.8* | CC(C)(C)c1cc2cccnc2n1Cc1cccc(F)c1
i | -0.88 | COC(=O)c1c(NC(=O)CSc2nnc(C)c(=O)[nH]2)sc(C)c1C
i | 0.01 | Cc1cc(C(=O)CCC(=O)N2CCN(S(=O)(=O)c3ccccc3)CC2)c(C)s1
i | 0.87 | Cc1cc(C(=O)NC(C)Cc2ccccc2)cc(C)c1[N+](=O)[O-] (stereo not drawn)
i | 1.6 | Cc1cccnc1NC(=O)c1ccccc1-c1ccccc1C(=O)Nc1ncccc1C
i | -0.18 | O=C(NNC(=S)NC(=O)c1ccco1)c1ccc(F)cc1
i | 0.64 | CCOCC(=O)Nc1cc(C(=O)OC)cc(C(=O)OC)c1
i | 0.35 | C=CCn1c(Oc2ccccc2)nc2c1c(=O)n(C)c(=O)n2C
i | -0.07 | COC(=O)c1nc(N)sc1-c1ccc(OC)cc1
i | 0.52 | COc1cccc(C(=O)Nc2ccc(Oc3cccc(C(F)(F)F)c3)nc2)c1
i | 1.1 | C/C(=N\NC(=O)Cc1ccc([N+](=O)[O-])cc1)c1cccnc1
i | -1.9 | COc1cc(S(=O)(=O)N2CCN(Cc3ccccc3)CC2)ccc1Br

Next entries follow.
KCNQ2 block | Kir21 inh | canonical_smiles
i | -0.15 | Cc1cc(N2C(=O)C(O)=C(C(=O)c3cc4ccccc4o3)C2c2ccc(Br)cc2)no1 (stereo not drawn)
i | 0 | Cc1ccc(Cl)cc1NC(=O)NCCN1CCCCC1
i | 0.08 | Cc1nn(C2CCS(=O)(=O)C2)c(Cl)c1/C=C/C(=O)OCC(=O)Nc1ccccc1[N+](=O)[O-] (stereo not drawn)
i | -1.2 | O=S(=O)([N-]c1nc2ccccc2nc1-[n+]1ccccc1)c1ccccc1
i | -1.8 | Clc1ccccc1N1CCN(Cc2c[nH]c3ccccc23)CC1
i | -0.5 | CN(C)CCOC1c2ccccc2C=Cc2ccccc21
i | 1.2 | Nn1c(SCC(=O)Nc2ccc(F)cc2)nnc1-c1ccccn1
i | 0.09 | COc1ccc(OC)c(N(CC(N)=O)S(=O)(=O)c2ccc(OC)c(OC)c2)c1
i | -0.03 | O=C(COc1ccc(Cl)cc1Cl)NN1C(=O)C2C3C=CC(C3)C2C1=O (stereo not drawn)
i | -1 | NS(=O)(=O)c1ccc(CCNCc2cccs2)cc1
i | -0.13 | COCC(C)n1c(SCc2ccc(C(=O)OC)o2)nc2ccccc2c1=O (stereo not drawn)
i | -0.01 | O=C(NCCCN1CCN(CCCNC(=O)c2cccc(Cl)c2)CC1)c1cccc(Cl)c1
i | -1.9 | Cc1cc(NC(=O)COC(=O)c2ccc(S(=O)(=O)N3CCCc4ccccc43)cc2)no1
i | 0.02 | O=C(COC(=O)CSCC(=O)N1CCCCC1)Nc1ccc(Cl)cc1
i | 0.15 | O=C(CSc1nc2ccccc2c(=O)n1Cc1ccco1)Nc1cccc(O)c1
i | 1.1 | Cc1ccc(OCCCC(=O)NCc2ccco2)cc1
i | 0.85 | C=C1CC2C=C(NC(C)=O)CC(C1)C2 (stereo not drawn)
i | 1.4 | Cc1ccc(-c2cc(C(=O)N(C)CC(=O)Nc3ccccc3Br)c3ccccc3n2)o1
i | 1.2 | Cc1ccccc1C(=O)Nc1ccccc1C(=O)NCC(C)C
i | 0.05 | O=S(=O)(NCC(Nc1ccccc1)c1ccccc1)c1ccc(Cl)cc1 (stereo not drawn)
i | 1.8 | O=C(COc1ccc(S(=O)(=O)N2CCCC2)cc1)NCc1ccco1
i | -1.4 | CCOC(=O)C1CCN(C=Nc2cc(C)on2)CC1
i | -0.56 | C=CCNC(=S)NNC(=O)c1ccc([N+](=O)[O-])cc1
i | -0.22 | CCC(C)C(=O)N1CCCC(c2nc(-c3cccs3)no2)C1 (stereo not drawn)
i | 0.22 | CCC(Oc1nc2ccccc2nc1-c1ccccc1NC(C)=O)C(=O)c1ccccc1 (stereo not drawn)
i | 0.01 | O=C(O)/C(=C\c1ccc(-c2ccccc2[N+](=O)[O-])o1)c1ccccc1
i | -3.9 | c1ccc2c(c1)ncn2-c1ccc(-c2ccnc3ncnn23)cc1
i | -0.91 | COc1ccc(C(NC(=O)c2ccccc2F)NC(=O)c2ccccc2F)cc1
i | 0.13 | CCOC(=O)Cc1csc(SCC(=O)N(CC(C)C)c2c(N)n(Cc3ccccc3)c(=O)[nH]c2=O)n1
i | 0.23 | O=C(Nc1cccc(Cl)c1)N(CCN1CCOCC1)Cc1ccccc1F

Reprinted from the entries so far (15 entries):
KCNQ2 block | Kir21 inh | canonical_smiles
i | 1.1 | Cc1ccc(OCCCC(=O)NCc2ccco2)cc1
i | 0.85 | C=C1CC2C=C(NC(C)=O)CC(C1)C2 (stereo not drawn)
i | 1.4 | Cc1ccc(-c2cc(C(=O)N(C)CC(=O)Nc3ccccc3Br)c3ccccc3n2)o1
i | 1.2 | Cc1ccccc1C(=O)Nc1ccccc1C(=O)NCC(C)C
i | 0.05 | O=S(=O)(NCC(Nc1ccccc1)c1ccccc1)c1ccc(Cl)cc1 (stereo not drawn)
i | 1.8 | O=C(COc1ccc(S(=O)(=O)N2CCCC2)cc1)NCc1ccco1
i | -1.4 | CCOC(=O)C1CCN(C=Nc2cc(C)on2)CC1
i | -0.56 | C=CCNC(=S)NNC(=O)c1ccc([N+](=O)[O-])cc1
i | -0.22 | CCC(C)C(=O)N1CCCC(c2nc(-c3cccs3)no2)C1 (stereo not drawn)
i | 0.22 | CCC(Oc1nc2ccccc2nc1-c1ccccc1NC(C)=O)C(=O)c1ccccc1 (stereo not drawn)
i | 0.01 | O=C(O)/C(=C\c1ccc(-c2ccccc2[N+](=O)[O-])o1)c1ccccc1
i | -3.9 | c1ccc2c(c1)ncn2-c1ccc(-c2ccnc3ncnn23)cc1
i | -0.91 | COc1ccc(C(NC(=O)c2ccccc2F)NC(=O)c2ccccc2F)cc1
i | 0.13 | CCOC(=O)Cc1csc(SCC(=O)N(CC(C)C)c2c(N)n(Cc3ccccc3)c(=O)[nH]c2=O)n1
i | 0.23 | O=C(Nc1cccc(Cl)c1)N(CCN1CCOCC1)Cc1ccccc1F

Following part
KCNQ2 block | Kir21 inh | canonical_smiles
i | -0.66 | Cc1cc(C)n2nc(SCc3nnc(SCc4ccccc4C)s3)nc2n1
i | 0.5 | COc1ccc(-c2cnn(C3CCS(=O)(=O)C3)c2N)cc1 (stereo not drawn)
i | 0.25 | COc1ccc(-c2c(C(=O)O)c(C(=O)O)c3n2CCC3)cc1
i | 1.6 | CCO[C@@H]1OC(C(=O)NCc2nc3ccccc3[nH]2)=C[C@H](C(C)(C)C)[C@H]1CCCO
i | 2.4 | CCOC(=O)c1oc2ccccc2c1CSc1nnnn1-c1ccc(OC)cc1
i | 0.32 | COc1ccc(C(=O)NNC2CC(=O)N(Cc3ccc(Cl)cc3)C2=O)cc1OC (stereo not drawn)
i | -1 | CC(C)CNC(=O)c1ccccc1N(Cc1ccccc1)S(C)(=O)=O
i | 0.51 | CN(C(=O)COC(=O)c1cccc(S(=O)(=O)N2CCCCCC2)c1)C1CCS(=O)(=O)C1 (stereo not drawn)
i | -1.6 | CC(NC(=O)c1ccc(Br)s1)c1ccncc1 (stereo not drawn)
i | 0.09 | CCCCc1nnc(NC(=O)CSc2nc(O)c(-c3ccccc3)c(=O)[nH]2)s1
i | -0.21 | CC12CCC(C(=O)Nc3nccs3)(OC1=O)C2(C)C (stereo not drawn)
i | 0 | CN(/N=C/c1cc(Cl)cc(Cl)c1O)C(=S)NC(C)(C)C
i | -0.04 | CC[N+]1(CC)CC2CCC(C)(C1)C2(C)C (stereo not drawn)
i | -0.49 | Cc1ccc(-n2nc3c(N4CCC(C(=O)NCCc5cccs5)CC4)nnc(C)c3c2C)cc1
i | -0.13 | Cc1cc(=O)oc2c(C)c(OC(C)C(=O)NCc3ccccn3)ccc12 (stereo not drawn)
i | 1.2 | CSC1=N/C(=C\c2cccc(F)c2)C(=O)S1
i | -1.4 | Cc1cc(C)cc(C(=O)N(CCc2ccccc2)C2=CC3CCC(C2)N3C)c1 (stereo not drawn)
i | -1.4 | S=C1COC(c2ccccc2)N1c1ccccc1 (stereo not drawn)
i | 0.68 | Cn1c2ccccc2c(=O)c2c(=O)n(C3CCCCC3)c(-c3ccco3)nc21
i | -0.43 | Cc1[nH]c(=O)[nH]c(=O)c1S(=O)(=O)Nc1cccc(C(F)(F)F)c1
i | 0.3 | Cc1nc(NC(=O)c2ccccc2)sc1-c1csc(N)n1
i | 0.8 | O=C(Nc1cnccn1)c1cccc(C(F)(F)F)c1
i | -1.3 | CCNc1cc(N2CCN(S(=O)(=O)c3ccc4c(c3)CCCC4)CC2)ccc1[N+](=O)[O-]
i | -1.7 | CSC1=NCCN1C(=O)COc1ccc2ccccc2c1
-8.2* | -0.25 | CC1(C)C2CCC1(C)C(OC(=O)CC(=O)O)C2 (stereo not drawn)
i | -1.4 | C=CCc1ccccc1OCC(O)CN1CCN(CCO)CC1 (stereo not drawn)
i | -1.1 | CCN(Cc1cc2ccccc2[nH]c1=O)C(=O)c1cccnc1
i | -0.67 | COc1cc(OC)cc(C(=O)Nn2c(C)nc3ccccc3c2=O)c1
i | 1.7 | CC(Oc1ccccc1)C(=O)N1CCC2(CC1)Oc1ccc(Cl)cc1C(=O)C21CC(c2ccccc2)=NO1 (stereo not drawn)
i | -2.4 | Cc1ccc(NC(=O)CSCCc2ccccn2)nc1
i | 0.02 | CC(=O)Nc1cccc(NC(=O)C2CCCN2C(=O)Nc2ccccc2C)c1 (stereo not drawn)
i | 1.1 | Cc1cccc(C)c1OCC(O)CN1CCC(CN2C(=O)c3cccc4cccc(c34)C2=O)CC1 (stereo not drawn)
i | 0 | Cc1cc(C(=O)NC2CCCc3ccccc32)no1 (stereo not drawn)
i | -4.2* | COc1cccc(NC(=O)CNS(=O)(=O)c2ccc(Cl)cc2)c1
i | 0.29 | C/C(=N\NC(=O)c1ccccn1)c1ccc(C(=O)O)s1
